HIV peptide binding: inhibitors of HIV fusion peptide binding, primary screen, biochemical, uHTS, fluorescence dequenching (AID 1986). cell-free peptide binding, fluorescence dequenching, 30 min; higher % means a stronger effect. inhibition, % at 20 µM; hits with a dose series show IC50 in µM. hit rate 0.3% among 290,000; in the data active = inhibition mostly above about 52%, no sharp cut-off; inactive = mostly below about 76%; note: some results filed as inactive read as strong as hits
GPR55 antagonists: GPR55 antagonists blocking LPI-driven arrestin recruitment, primary screen, imaging, U2OS, beta-arrestin-GFP, LPI agonist (AID 2013); G-protein coupled receptor 55 (Homo sapiens); U2OS GPR55 beta-arrestin-GFP translocation imaging, LPI antagonism; higher % means a stronger effect; one-dose inhibition, % at 10 µM; IC50 in µM for titrated hits; hit rate 0.13% among 290,000;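 active = spots per cell inhibited over 60%, with over 100 cells counted and total cytoplasm intensity under 500,000; inconclusive = wells with under 100 cells, flagged as likely toxic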;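 note: U2OS cells stably carrying GPR55 and arrestin-GFP stimulated by 5 µM LPI near EC80; imaged beta-arrestin-GFP aggregate spots per cell after agonist stimulation; plate controls were LPI-stimulated DMSO wells for no effect and DMSO wells without LPI for full effect; some results filed as inactive read as strong as hits; confirmed hits need IC50 under 10 µM and bright autofluorescent wells are also inconclusive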
GPR55 activation: GPR55 agonists via beta-arrestin recruitment, primary screen, imaging, U2OS cells, beta-arrestin-GFP redistribution (AID 1961); G-protein coupled receptor 55 (Homo sapiens); U2OS GPR55 beta-arrestin-GFP redistribution imaging; higher % means a stronger effect; one-dose activation, % at 10 µM; EC50 in µM for titrated hits; hit rate 0.048% among 290,000;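 active = activation above 40% with more than 50 cells counted in the well; inconclusive = wells holding fewer than 50 cells, flagged as toxic or sparse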;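 note: U2OS osteosarcoma cells stably expressing GPR55 and beta-arrestin-GFP; plate controls were DMSO negative control for no effect and LPI positive control for full effect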
NOD1 NF-kB reporter: NOD1 signaling inhibitors, primary screen, cell-based, luminescence, uHTS (AID 1578). NOD1-driven NF-kB luciferase reporter cells, luminescence; higher % means a stronger effect. inhibition, % at 4 µM, or EC50 in µM where a hit was titrated. hit rate 1% among 290,000; in the data active = inhibition mostly above about 36%, no sharp cut-off; inactive = mostly below about 34%;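 note: HEK-293T reporter cells stimulated with the NOD1 agonist gamma-tri-DAP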
West Nile antiviral: West Nile virus antiviral activity, cell-based, CPE readout (AID 1621) | West Nile virus-infected cells, CPE inhibition; higher % means a stronger effect | one-dose CPE inhibition, % at 10 µM; IC50 in µM for titrated hits | hit rate 0.02% among 290,000; in the data active = a potency from the dose series; inconclusive = CPE inhibition mostly from about 3.7% at the one dose, without a potency; inactive = the rest, 99 in 100 with CPE inhibition below about 2.2%; note: strong numbers were not always called active
KOR beta-arrestin-1: KOR antagonists, beta-arrestin recruitment, cell-based, luminescence, uHTS (AID 1778). hit rate 0.091% among 290,000. KOR beta-arrestin recruitment, luminescence, antagonist mode; higher % means a stronger effect. one-dose inhibition, % at 10 µM; IC50 in µM for titrated hits. Kappa-type opioid receptor (Homo sapiens); in the data active = inhibition above about 50%; note: strong numbers were not always called active
Dengue-2 NS5 capping: Dengue-2 NS5 methyltransferase inhibitors, primary screen, biochemical, confirmation dose response (AID 588689) | hit rate 0.3% among 340,000 | inhibition, % at 25 µM; hits with a dose series show IC50 in µM | Dengue-2 NS5 methyltransferase capping enzyme assay, biochemical; higher % means a stronger effect; in the data active = a potency from the dose series; inconclusive = inhibition above about 29% without an active follow-up result
GPR35 arrestin U2OS: GPR35 antagonists blocking zaprinast-driven arrestin recruitment, primary screen, imaging, U2OS, beta-arrestin-GFP, zaprinast agonist (AID 2058); G-protein coupled receptor 35 (Homo sapiens); U2OS GPR35 beta-arrestin-GFP translocation imaging, zaprinast antagonism; higher % means a stronger effect; inhibition, % at 10 µM, or IC50 in µM where a hit was titrated; hit rate 0.052% among 290,000;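 active = inhibition of at least 50% with at least 30 cells and total cytoplasm GFP at most 10,000,000; inconclusive = under 30 cells or total GFP of 10,000,000 plus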
KOR beta-arrestin-2: KOR agonists, beta-arrestin recruitment, primary screen, cell-based, luminescence, uHTS (AID 1777). Kappa-type opioid receptor (Homo sapiens). KOR beta-arrestin recruitment, luminescence; higher % means a stronger effect. activation, % at 10 µM; hits with a dose series show EC50 in µM. hit rate 0.02% among 280,000; in the data active = activation above about 50%, passing the limit was not always enough; note: a part of the inactive calls stands beside numbers as strong as those of hits
Dengue-2 NS5 capping pilot replicate: second read-out of Dengue-2 NS5 capping, no call of its own (marks repeat the call); inhibition, %; measured here: pilot screen replicate inhibition
The depositor's hits bear a star; u = inconclusive; x = no result given; [ ] = remark or other dose.

SMILES	HIV peptide binding	GPR55 antagonists	GPR55 activation	NOD1 NF-kB reporter	West Nile antiviral	KOR beta-arrestin-1	Dengue-2 NS5 capping	GPR35 arrestin U2OS	KOR beta-arrestin-2	others
COc1ccc2c(c1)NC(=O)CC(c1ccccc1)=N2	0.9%	-0.5%	-0.2%	-7.0%	-0.1%	-37.8%	6.9%	11.1%	2.4%	Dengue-2 NS5 capping pilot replicate=5.8
COc1ccc(NC(=O)N2CCCC(c3nc(-c4ccc(F)cc4)no3)C2)cc1 (centres undefined)	0.9%	11.4%	-0.1%	-47.8%	-0.6%	-21.8%[20 µM]	3.8%	8.0%	x
COc1ccc(Nc2nc(N3CCCCC3)nc3ccccc23)c(OC)c1	0.9%	21.1%	0.2%	-0.4%	-1.1%	-21.4%	-1.6%	11.6%	1.1%
Cc1cc(C)cc(NS(=O)(=O)c2ccc(NC(=S)Nc3ccccc3)cc2)c1	2.4%	26.5%	-0.1%	1.9%	-0.8%	-3.3%	3.8%	-12.0%	10.8%
CC(=O)Oc1ccc(/C=N/NC(=O)CCSc2ccccc2)cc1	-0.5%	2.8%	-0.2%	-1.8%	1.0%	4.3%	x	16.3%	9.0%
CCCCC[C@H]1CN(C2CCCCC2)C(=O)[C@@H]1CC(=O)NCc1ccccc1	0.6%	-6.1%	-0.2%	-24.8%	-1.7%	-2.4%[20 µM]	-3.2%	-5.7%	4.8%
COc1ccc(OC(=O)Nc2ccccc2)cc1	-3.7%	8.9%	-0.2%	-47.5%	1.5%	-33.5%	-1.4%	-6.5%	-5.0%
NCC(=O)Nc1ccc(Br)cc1	0.4%	-10.3%	-0.3%	-24.3%	-0.6%	-15.6%	1.5%	-15.7%	5.4%
CN(c1ccccc1)S(=O)(=O)c1cccc(NC(=O)CC(C)(C)C)c1	-0.4%	0.6%	-0.2%	-25.0%	-1.7%	-51.2%	-2.2%	12.9%	0.2%
Cc1ccc(-n2c(CSc3nc(C)cc(C)n3)nnc2SCC(=O)NCc2ccco2)cc1	1.1%	2.7%	-2.3%	-4.2%	0.1%	-16.2%	-3.3%	5.9%	4.5%
O=C1CN(CC(=O)N2CCCCC2)c2ccccc2O1	-2.5%	6.5%	0.3%	-4.1%	-0.1%	9.8%	14.3%	0.2%	-1.4%
CCc1ccc2[nH]c(=O)c(C(c3nnnn3CC3CCCO3)N3CCN4CCCC4C3)cc2c1 (centres undefined)	1.5%	-2.0%	-0.3%	-15.0%	0.2%	26.6%	-3.5%	0.9%	2.0%
CCOC(=O)c1ccc(NC(=O)CC2NCCNC2=O)cc1 (centres undefined)	-0.7%	16.6%	-0.1%	-24.9%	-0.2%	-3.0%	-5.6%	9.5%	2.5%
COc1cc(C(C)=O)ccc1OCC(O)CN(CCO)Cc1ccccc1 (centres undefined)	1.4%	1.4%	-0.2%	-24.2%	-1.3%	14.6%	-1.6%	-6.5%	-5.1%
COc1ccc(C2CCCN2C(=O)Nc2ccc(Cl)cc2)cc1OC (centres undefined)	0.1%	8.5%	-0.2%	15.0%	-0.1%	3.1%	-3.5%	-11.6%	1.7%
CN(C)c1ccc(N=Nc2ccccc2C(=O)OCC(=O)Nc2ccccc2C(F)(F)F)cc1	-3.3%	17.1%	0.4%	-11.6%	0.6%	26.1%	2.7%	-5.6%	-2.6%
Cc1cc(=O)[nH]c(N2CCN(C(=O)c3ccco3)CC2)n1	2.3%	2.1%	-0.1%	-2.1%	-0.2%	-4.9%	6.6%	4.8%	1.5%
CC(C)(O)C#Cc1ccc(C(=O)NCCC(=O)O)s1	0.4%	5.5%	-0.1%	-21.8%	1.0%	-27.0%	-1.4%	-5.7%	3.7%
O=C(c1ccco1)N1CCN(Cc2nnc(-c3ccccc3F)o2)CC1	0.8%	-22.1%	0.1%	31.8%	0.0%	-57.9%	-6.7%	-9.1%	6.8%
O=C(N/N=C/c1cc([N+](=O)[O-])cc([N+](=O)[O-])c1O)/C(=C\c1cccs1)NC(=O)c1ccccc1	65.0%*	-3.4%	-0.2%	-34.2%	0.1%	16.9%	x	-7.0%	-6.9%

The final 2 entries of the section above are carried over, then new ones follow.
SMILES	HIV peptide binding	GPR55 antagonists	GPR55 activation	NOD1 NF-kB reporter	West Nile antiviral	KOR beta-arrestin-1	Dengue-2 NS5 capping	GPR35 arrestin U2OS	KOR beta-arrestin-2	others
O=C(c1ccco1)N1CCN(Cc2nnc(-c3ccccc3F)o2)CC1	0.8%	-22.1%	0.1%	31.8%	0.0%	-57.9%	-6.7%	-9.1%	6.8%
O=C(N/N=C/c1cc([N+](=O)[O-])cc([N+](=O)[O-])c1O)/C(=C\c1cccs1)NC(=O)c1ccccc1	65.0%*	-3.4%	-0.2%	-34.2%	0.1%	16.9%	x	-7.0%	-6.9%
CCOC(=O)c1ccc(NC(=O)CSc2nncn2-c2cccnc2)cc1	2.0%	-2.7%	0.7%	11.8%	-0.8%	-28.5%	0.0%	-18.6%	4.5%
CC(C)C[C@H](NC(=O)NC1CCCc2ccccc21)C(=O)O (some centres undefined)	-0.9%	3.2%	-0.1%	-1.5%	0.3%	10.9%	-6.8%	-0.1%	-1.9%
Cc1ccc(/C=N/n2cc(-c3ccccc3)[nH]c2=S)s1	-2.3%	-3.6%	-0.4%	-24.5%	-1.0%	-0.9%	-0.8%	-4.6%	-6.6%
CN(CC(=O)NCc1cccc(F)c1)C(=O)c1ccco1	1.2%	6.3%	0.0%	-11.2%	0.1%	6.6%	3.5%	14.4%	4.6%
CCCn1nc(NC(=O)C2CCCO2)c2cc3cc(C)ccc3nc21 (centres undefined)	0.7%	8.6%	0.3%	-33.1%	1.2%	13.0%	1.4%	-13.6%	-2.4%	Dengue-2 NS5 capping pilot replicate=-1.2
COc1ccc(S(=O)(=O)N2CCOCC2)cc1NC(=O)CSc1nnc2c(n1)[nH]c1ccccc12	0.1%	6.6%	-1.9%	0.9%	0.1%	17.5%	-7.6%	-9.1%	2.9%
CC1CCC2C(=O)N(c3ccccc3OC(=O)c3ccccc3)C(=O)C2C1 (centres undefined)	24.1%	21.1%	0.1%	-12.1%	x	-9.5%	-10.2%	10.5%	6.2%	Dengue-2 NS5 capping pilot replicate=-2.3
Cc1c(C(=O)Nc2nc3ccccc3[nH]2)cccc1[N+](=O)[O-]	1.3%	1.3%	-0.1%	-26.7%	-1.0%	3.6%	-0.7%	-20.1%	-1.1%
OC1(c2ccc(F)cc2)CCN(Cc2nnnn2Cc2cccs2)CC1	-2.3%	2.5%	0.1%	0.2%	-0.9%	-37.9%	-4.1%	13.3%	-1.9%
Clc1ccc(N/N=C/c2cccnc2)cc1	-1.3%	3.2%	-0.1%	-42.7%	0.4%	18.8%	-2.9%	-11.6%	1.6%
Cc1noc(NS(=O)(=O)c2ccc(NC(=O)CCn3c(=O)oc4ccccc43)cc2)c1C	-1.3%	15.0%	-0.1%	0.6%	0.1%	-50.9%	-5.6%	20.0%	-2.7%
COC(=O)c1ccc(CO/N=C/c2ccccc2OC)cc1	0.4%	9.2%	0.0%	-12.8%	0.8%	-7.7%	-12.9%	-1.6%	-0.5%
COc1ccc(N2CCN(c3ncnc4c3[nH]c3ccccc34)CC2)cc1	-0.9%	-12.9%	0.2%	36.1%	-0.2%	-3.2%	0.0%	6.0%	8.8%
Clc1ccc(-n2cccc2)cn1	0.5%	-12.5%	-0.2%	-39.3%	0.1%	-46.0%	x	8.3%	3.2%
Cc1ccc(-c2nc(CS(=O)CC(=O)NC3CCCC3)c(C)o2)cc1 (centres undefined)	0.5%	-0.2%	-0.1%	0.2%	-0.1%	-22.6%	-1.4%	8.9%	23.7%
CCOC(=O)C(C)Sc1nc2ccccc2c(=O)n1CC1CCCCC1 (centres undefined)	0.4%	36.6%	-0.1%	-23.1%	0.2%	18.8%	-2.7%	16.7%	-0.6%
CC(C)(C)C1CCC(C(=O)Nc2nccs2)CC1 (centres undefined)	-0.3%	5.5%	-0.1%	-14.8%	u	-4.6%	-6.2%	-4.6%	-2.0%
CC(C)(C)SC(=O)C[C@@H]1NS(=O)(=O)OC2CCCCC21 (some centres undefined)	-1.0%	1.3%	-0.1%	-13.4%	-1.0%	-3.0%[20 µM]	1.6%	-2.9%	-3.0%
Cc1n[nH]c(=S)n(NC(=O)CC(=O)Nn2c(=S)[nH]nc(C)c2=O)c1=O	0.3%	16.7%	0.1%	-12.2%	-0.3%	3.8%	-6.2%	-9.2%	-12.3%
CC(=O)Nc1ccc(C(=O)OCC(=O)/C(C#N)=C(\C)N)cc1	-1.5%	3.9%	2.2%	-8.1%	0.3%	17.3%	-7.8%	14.1%	-8.3%
COc1cc(OC)c(OC)cc1CN1CCN(S(=O)(=O)c2ccc(F)cc2)CC1	1.7%	2.7%	0.3%	13.7%	-1.0%	13.5%	-1.6%	-15.1%	-0.1%
COCCn1c(SCC(=O)N2CCCc3ccccc32)nc2c(c1=O)SC(C)C2 (centres undefined)	-1.6%	-11.0%	0.8%	4.9%	-0.2%	2.3%	-3.5%	-14.4%	-3.3%
COc1ccc(S(=O)(=O)N2CCN(C(=O)c3cc(-c4ccc(C)cc4)n[nH]3)CC2)cc1	0.7%	2.6%	-0.3%	2.3%	-0.9%	-28.3%[20 µM]	-5.8%	51.8%	-1.2%
Cc1cc(C)cc(NS(=O)(=O)c2ccc(F)cc2)c1	0.3%	6.4%	0.5%	0.1%	-0.8%	18.0%	-3.8%	-2.8%	2.5%
CCCCOc1ccc(C(=O)NNC(=S)NC(=O)CC)cc1	1.1%	11.1%	0.1%	10.8%	-0.6%	26.3%	-4.4%	2.9%	-4.1%
CS(=O)(=O)N(CC(=O)N1CCCCCC1)c1ccc(Br)cc1	0.4%	7.2%	0.2%	-19.0%	-0.8%	9.6%	-5.9%	5.4%	-1.4%
CS(=O)(=O)N(CC(=O)Nc1ccc2c(c1)OCO2)c1ccc2c(c1)OCO2	-2.9%	3.2%	-0.1%	-12.3%	-0.1%	2.6%	1.6%	-1.1%	0.0%
Nc1ncc(Br)cc1S(=O)(=O)NCCc1ccccc1	0.2%	8.9%	0.7%	14.2%	-0.4%	-31.2%	-8.1%	0.8%	-3.5%
Cc1c(N(C(=O)c2ccccn2)C2(C(=O)NC3CCCCC3)CCCCC2)c(=O)n(-c2ccccc2)n1C	-0.1%	6.2%	0.0%	-4.1%	0.0%	1.2%	-2.2%	-3.8%	-2.7%
CC1(C)NC(=O)N(CCSc2ccc(Cl)cc2)C1=O	-0.5%	10.7%	-0.1%	-4.2%	-0.2%	2.3%	-2.1%	-13.5%	2.4%	Dengue-2 NS5 capping pilot replicate=-5.4

Compound activity (PubChem)

Only part of the results is shown. The share of hits here may be higher or lower than overall.
